Screens as filed in PubChem BioAssay.
mIDH1 inhibitor – qHTS for Inhibitors of mutant isocitrate dehydrogenase 1 (IDH1): qHTS; Potency, µM (titrated, usually from 76.6 µM), inactives show at the highest dose activity change, negative = inhibition, actives largely listed as inhibitors; hit rate 0.093% among 390,000; IDH1-R132H enzyme, NADPH consumption, diaphorase/resazurin fluorescence; further: potency means the concentration at half of the fitted maximal effect; on the % scale 0 is the no-effect control and ±100 the full control effect; nearly all actives have a fitted effect of over 65% in size
Target sequence (O75874 whole entry R132H, stated change not applied): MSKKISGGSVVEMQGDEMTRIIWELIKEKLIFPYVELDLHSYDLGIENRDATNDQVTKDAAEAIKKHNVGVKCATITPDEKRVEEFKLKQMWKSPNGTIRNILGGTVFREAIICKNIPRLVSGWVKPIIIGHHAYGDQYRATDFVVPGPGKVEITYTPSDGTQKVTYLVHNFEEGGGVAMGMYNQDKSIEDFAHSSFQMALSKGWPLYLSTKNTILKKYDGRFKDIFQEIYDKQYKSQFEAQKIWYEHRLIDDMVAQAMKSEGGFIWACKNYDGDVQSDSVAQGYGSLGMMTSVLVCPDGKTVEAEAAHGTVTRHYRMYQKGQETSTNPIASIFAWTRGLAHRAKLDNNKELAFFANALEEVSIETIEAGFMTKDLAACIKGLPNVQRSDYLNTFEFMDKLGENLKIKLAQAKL
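IDH1-R132H (0.5 ug/mL dispensed) in pH 7.5 Tris buffer was preincubated 30 min with compound, then given a substrate mix of 0.016 mM NADPH and 2 mM alpha-KG for 80 min at room temperature; remaining NADPH was read by diaphorase/resazurin fluorescence.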
PGK inhibitor – qHTS Assay to Find Inhibitors of Phosphoglycerate Kinase | PGK/GAPDH coupled, Kinase-Glo luminescence, 60 min | Phosphoglycerate kinase, glycosomal (Trypanosoma brucei brucei), P07378 | Potency, µM (doses to about 57.5 µM), without a hit: at the top dose activity change, negative = inhibition, usual class: inhibitors | hit rate 0.043% among 380,000; further: potency means the concentration at half of the fitted maximal effect; on the % scale 0 is the no-effect control and ±100 the full control effect; nearly all actives have a fitted effect of over 60% in size
Target sequence (P07378 whole entry, looked up): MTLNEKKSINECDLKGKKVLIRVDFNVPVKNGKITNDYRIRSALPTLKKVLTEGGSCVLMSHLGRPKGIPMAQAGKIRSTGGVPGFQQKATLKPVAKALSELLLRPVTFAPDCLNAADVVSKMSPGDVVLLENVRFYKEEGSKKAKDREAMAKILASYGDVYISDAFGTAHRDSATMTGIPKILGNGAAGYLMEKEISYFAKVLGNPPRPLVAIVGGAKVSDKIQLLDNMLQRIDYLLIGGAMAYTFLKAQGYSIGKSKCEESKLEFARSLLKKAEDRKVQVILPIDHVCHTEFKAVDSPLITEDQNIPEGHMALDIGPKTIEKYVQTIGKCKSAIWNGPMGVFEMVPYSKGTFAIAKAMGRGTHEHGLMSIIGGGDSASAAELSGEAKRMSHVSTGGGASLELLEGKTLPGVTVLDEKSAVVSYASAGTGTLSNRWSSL
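Recombinant glycosomal PGK reaction used 1,3-bisphosphoglycerate generated in-well by GAPDH (100nM final) in 100mM TEA pH 7.6, 5mM MgCl2, 0.01% Tween-20. After 60 minutes at room temperature, ATP was read by Kinase-Glo Plus luminescence end-point.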
TrxR1 substrate – qHTS Assay for Substrates of Mammalian Selenoprotein Thioredoxin Reductase 1 (TrxR1): qHTS | hit rate 0.01% among 390,000 | Potency, µM (doses to about 114 µM), without a hit: at the top dose activity change, negative = substrate turnover | purified TrxR1 substrate turnover, NADPH consumption readout; further: potency means the concentration at half of the fitted maximal effect; on the % scale 0 is the no-effect control and ±100 the full control effect; nearly all actives have a fitted effect of over 50% in size
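Rat TrxR1, dispensed at 90 nM, was prereduced with 400 uM NADPH (final) for 5 min at ~22 deg C, then incubated with compound 15 min before 400 uM selenite. A first-read NADPH fluorescence drop versus no-compound background flagged substrates.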
GLS inh – qHTS for Inhibitors of Glutaminase (GLS). AID 624170, 2012. Potency, µM (titrated, usually from 45.5 µM), inactives show top-dose activity change, negative = inhibition, actives largely listed as inhibitors. GLS enzymatic activity, qHTS titration. hit rate 0.21% among 410,000; further: potency means the concentration at half of the fitted maximal effect; on the % scale 0 is the no-effect control and ±100 the full control effect
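Read-out is an Amplex red fluorescence increase coupled through glutamate oxidase and HRP, measured before and after 30 min room-temperature incubation. hKGA is in 45 mM KH2PO4 (pH 8.2) with 0.02% Tween-20; glutamine added as 1mM solution.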
PI4K2A block – qHTS for small molecular inhibitors of PI4K2A | purified PI4K2A, ADP-Glo luminescence, 1 h; hits give low values | activity change, negative = inhibition, % at 76.9 µM | hit rate 0.13% among 420,000 | AID 1346378, 2018; in the data active means activity change below about -50%; inconclusive means mostly about -30% to -49%;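 further: -100% = wells without enzyme as full effect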
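Compounds are screened against recombinant PI4K2A using PI as substrate and ATP, the latter dispensed at 300 microM. Reactions run one hour at ambient temperature before ADP-Glo detection; full inhibition defined by wells lacking enzyme.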
TrxR1 inh – qHTS Assay for Inhibitors of Mammalian Selenoprotein Thioredoxin Reductase 1 (TrxR1): qHTS | Thioredoxin reductase 1, cytoplasmic (Rattus norvegicus), O89049 | recombinant rTrxR1, NADPH fluorescence consumption, selenite substrate | Potency, µM (highest dose often 114 µM), for the others: at the top dose activity change, negative = inhibition, actives largely listed as inhibitors | hit rate 1% among 390,000; further: potency means the concentration at half of the fitted maximal effect; on the % scale 0 is the no-effect control and ±100 the full control effect; nearly all actives have a fitted effect of over 65% in size
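Rat TrxR1 (90 nM in the dispensed reagent) was pre-reduced with 400 uM NADPH for 5 min at room temperature, then incubated with compound for 15 min. After 400 uM selenite was added, NADPH fluorescence (Ex 340/Em 450 nm) was followed for 8 min.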
Pin1 inhibitor – qHTS Assay to Find Inhibitors of Pin1. Potency, µM (titrated, usually from 115 µM), without a hit: at the highest dose activity, negative = inhibition, most hits filed as inhibitors. hit rate 0.009% among 390,000. Pin1 FP peptide displacement, HiFluor488, 10 min. AID 504891, 2011; active means well fitted inhibition curve with a large enough effect in the polarisation, with a control signal flat, not every such curve was filed as active; inconclusive means small, poorly fitted or top-dose-only effect, or effect the other way, or a change in a side signal; inactive means no such curve, though single readings can be large or run the other way; the % refers to the polarisation; further: potency means the concentration at half of the fitted maximal effect; on the % scale 0 is the no-effect control and ±100 the full control effect
HP1b binding inh – HTS for Inhibitors of HP1-beta Chromodomain Interactions with Methylated Histone Tails. AlphaScreen HP1-beta / biotin-H3K9me3 peptide binding. hit rate 0.56% among 390,000. Chromobox protein homolog 1 (Homo sapiens), P83916. Potency, µM (titrated, usually from 114 µM), for the others: at the top dose activity change, negative = inhibition, hits mostly inhibitors; further: potency means the concentration at half of the fitted maximal effect; nearly all actives have a fitted effect of over 70% in size; inactives centre near 23
Target sequence (P83916 whole entry, looked up): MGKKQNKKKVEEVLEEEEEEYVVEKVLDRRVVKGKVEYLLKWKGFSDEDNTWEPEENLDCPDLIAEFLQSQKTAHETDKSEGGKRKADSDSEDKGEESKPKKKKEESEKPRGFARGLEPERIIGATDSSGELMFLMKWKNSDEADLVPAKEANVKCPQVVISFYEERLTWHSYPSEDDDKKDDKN
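AlphaScreen: HP1-beta (50 nM) preformed 30 min with biotin-H3(1-18)K9me3 peptide (50 nM) in PBS pH 7.4, 0.01% Tween-20. Compound added for 30 min at RT, then streptavidin donor/nickel chelate acceptor beads (10 ug/mL) for 30 min.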
USP1-UAF1 inh – Inhibitors of USP1/UAF1: Primary Screen. Ubiquitin carboxyl-terminal hydrolase 1 (Homo sapiens), O94782. recombinant USP1/UAF1, Ub-Rhodamine cleavage fluorescence. Potency, µM (doses to about 57.1 µM), for inactives: top-dose activity change, negative = inhibition, hits mostly inhibitors. hit rate 0.23% among 390,000. AID 743255, 2014; further: potency means the concentration at half of the fitted maximal effect; on the % scale 0 is the no-effect control and ±100 the full control effect; nearly all actives have a fitted effect of over 60% in size; inactives centre near -12
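1 nM enzyme complex + cpd, 15 min RT; start with Ub-Rho 150nM final; kinetic fluorescence ex 480/em 540, 6 reads q60 s. Buffer 50mM HEPES pH 7.8, 0.5mM EDTA, 0.1 mg/ml BSA, 1mM TCEP, 0.01% Tween-20.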
Active calls of the source: *; [ ] = another dose, or the depositor's remark. Unless noted, the call rests on the fitted dose curve; in most records, active means well fitted curve in the direction sought with a large enough effect; inconclusive means small, poorly fitted or top-dose-only effect, or another doubt; inactive means no such curve, though single readings can be large; an effect the other way counts as inactive or inconclusive.

Screening O=C(NCCCN1CCOCC1)c1ccccc1NS(=O)(=O)c1cc([N+](=O)[O-])ccc1Cl returned mIDH1 inhibitor 3%, PGK inhibitor inactive, TrxR1 substrate -4%[57.1 µM], GLS inh 14%, PI4K2A block 0, TrxR1 inh 25%[57.1 µM], Pin1 inhibitor -5%, HP1b binding inh 32% and USP1-UAF1 inh -1%.
For COc1ccccc1Nc1cc(C(=O)NCc2cccnc2)c2ccccc2n1 the results were mIDH1 inhibitor 0%, PGK inhibitor -2%, TrxR1 substrate 6%, GLS inh 4%, PI4K2A block 5, TrxR1 inh 25%, Pin1 inhibitor 0%, HP1b binding inh 32% and USP1-UAF1 inh -24%.
`NC(=O)C1CCN(c2nnnn2-c2ccccc2)CC1` gave mIDH1 inhibitor 5%, PGK inhibitor -2%, TrxR1 substrate -2%, GLS inh 1%, PI4K2A block -2, TrxR1 inh 28%[57.1 µM], Pin1 inhibitor -5%, HP1b binding inh 18% and USP1-UAF1 inh -14%.
O=C(Nc1c2c(nn1-c1ccc(Cl)cc1)CS(=O)(=O)C2)c1ccc2c(c1)OCO2 was read as mIDH1 inhibitor 6%, PGK inhibitor inactive, TrxR1 substrate -10%, GLS inh 0%, PI4K2A block -4, TrxR1 inh 1%, Pin1 inhibitor -10%, HP1b binding inh 7% and USP1-UAF1 inh 0%.
O=C1N=C(N2CCOCC2)S/C1=C\c1ccccc1OS(=O)(=O)c1ccccc1 was read as mIDH1 inhibitor -4%, PGK inhibitor inactive, TrxR1 substrate -2%, GLS inh -1%, PI4K2A block -2, TrxR1 inh 10%, Pin1 inhibitor 5%, HP1b binding inh 15% and USP1-UAF1 inh -18%.
Screening Cc1ccccc1-c1nc(CS(=O)(=O)CC(=O)Nc2cc(Cl)cc(Cl)c2)c(C)o1 returned mIDH1 inhibitor 8%, PGK inhibitor -8%, TrxR1 substrate 2%, GLS inh 6%, PI4K2A block 3, TrxR1 inh 6%, Pin1 inhibitor -2%, HP1b binding inh 23% and USP1-UAF1 inh -17%.
For CCOc1ccccc1NC(=O)CN(c1cc(C)cc(C)c1)S(=O)(=O)c1c(C)noc1C the results were mIDH1 inhibitor -11%, PGK inhibitor -2%, TrxR1 substrate 1%, GLS inh -1%, PI4K2A block -7, TrxR1 inh 21%, Pin1 inhibitor 1%, HP1b binding inh 17% and USP1-UAF1 inh -16%.
`COC(=O)c1[nH]c2cccc(OC)c2c1NC(=O)CN1CC2(C)CC1CC(C)(C)C2` (stereo unspecified) gave mIDH1 inhibitor 2%, PGK inhibitor 8%, TrxR1 substrate -2%, GLS inh 4%, PI4K2A block 7, TrxR1 inh -4%, Pin1 inhibitor -1%, HP1b binding inh 20% and USP1-UAF1 inh -17%.
Screening CCCC(=O)N1c2ccc(-c3csc(N)n3)cc2CC1C (stereo unspecified) returned mIDH1 inhibitor 1%, PGK inhibitor 1%, TrxR1 substrate -6%, GLS inh 19%, PI4K2A block 6, TrxR1 inh 4%, Pin1 inhibitor -12%, HP1b binding inh -9% and USP1-UAF1 inh -8%.
O=C1NC2=C(CCc3ccccc32)C(c2ccc(Br)cc2)N1 (stereo unspecified) was read as mIDH1 inhibitor 17%, PGK inhibitor 5%, TrxR1 substrate 26%, GLS inh -3%, PI4K2A block -3, TrxR1 inh -5%, Pin1 inhibitor 3%, HP1b binding inh -11% and USP1-UAF1 inh -7%.
COc1cccc(-n2c(SCc3ccc(F)cc3)nc3c([nH]c4ccccc43)c2=O)c1 was read as mIDH1 inhibitor 6%, PGK inhibitor -9%, TrxR1 substrate 8%[57.1 µM], GLS inh -2%, PI4K2A block 2, TrxR1 inh 36%[activator][57.1 µM], Pin1 inhibitor 0%, HP1b binding inh 19%[57 µM] and USP1-UAF1 inh -26%.
Screening COc1ccc(CCNC(=O)CSc2nc3ccsc3c(=O)n2Cc2ccccn2)cc1OC returned mIDH1 inhibitor -6%, PGK inhibitor -8%, GLS inh 1%, PI4K2A block 2 and USP1-UAF1 inh -23%.
Screening CCCc1c(C(=O)N/N=C/c2cccnc2)nnn1-c1nonc1N returned mIDH1 inhibitor 0%, PGK inhibitor 1%, TrxR1 substrate -14%, GLS inh 8%, PI4K2A block 2, TrxR1 inh -19%, Pin1 inhibitor 3%, HP1b binding inh 12% and USP1-UAF1 inh -7%.
Screening Cc1nc(-c2ccc(S(=O)(=O)NCc3cccnc3)s2)cs1 returned mIDH1 inhibitor 0%, PGK inhibitor -6%, TrxR1 substrate 6%, GLS inh -1%, PI4K2A block -10, TrxR1 inh 17%, Pin1 inhibitor 1%, HP1b binding inh 31%[activator] and USP1-UAF1 inh -7%.
`C=C(C)COc1ccc(-c2[nH]ncc2-c2ccccc2OC)c(O)c1` gave mIDH1 inhibitor 1%, PGK inhibitor -9%, TrxR1 substrate 4%[57.1 µM], GLS inh 1%, PI4K2A block -1, TrxR1 inh 23%[57.1 µM], Pin1 inhibitor inconclusive, HP1b binding inh 42%[activator] and USP1-UAF1 inh -12%.
Nc1cccnc1Oc1ccc(F)cc1 was read as mIDH1 inhibitor -11%, PGK inhibitor 7%, TrxR1 substrate -12%, GLS inh 13%, PI4K2A block -17, TrxR1 inh -19%, Pin1 inhibitor 1%, HP1b binding inh 17% and USP1-UAF1 inh -12%.
Screening COc1cccc(C(=O)NNC(=O)c2ccccc2)c1 returned mIDH1 inhibitor 11%, PGK inhibitor inactive, TrxR1 substrate -3%, GLS inh 10%, PI4K2A block 0, TrxR1 inh 2%, Pin1 inhibitor -3%, HP1b binding inh 42%[activator] and USP1-UAF1 inh -17%.
For O=C(O)/C=C\C(=O)NCc1ccccc1 the results were mIDH1 inhibitor 3%, PGK inhibitor inactive, TrxR1 substrate -2%, GLS inh -3%, PI4K2A block -9, TrxR1 inh -1%, Pin1 inhibitor 7%, HP1b binding inh 43%[activator] and USP1-UAF1 inh -12%.
`Cc1cccc(CNC(=O)c2cc3cc(S(=O)(=O)N4CCCCC4)ccc3n2C)c1` gave mIDH1 inhibitor 6%, PGK inhibitor -9%, TrxR1 substrate 4%[57.1 µM], GLS inh 9%, PI4K2A block -1, TrxR1 inh 24%[57.1 µM], Pin1 inhibitor 10%, HP1b binding inh 22%[57 µM] and USP1-UAF1 inh -5%.
For CC1CCN(C(=O)c2ccc3c(c2NCCO)C(=O)c2ccccc2C3=O)CC1 the results were mIDH1 inhibitor 3%, PGK inhibitor -14%, TrxR1 substrate -12%[57.1 µM], GLS inh -1%, PI4K2A block -17, TrxR1 inh -3%[57.1 µM], Pin1 inhibitor -2%, HP1b binding inh inconclusive and USP1-UAF1 inh -17%.
O=c1/c(=C\c2ccc(O)cc2)sc2n1C(c1ccccc1)C(c1ccccc1)=NN=2 (stereo unspecified) was read as mIDH1 inhibitor 5%, PGK inhibitor inactive, TrxR1 substrate 18%[57.1 µM], GLS inh -21%, PI4K2A block 21, TrxR1 inh 22%[57.1 µM], Pin1 inhibitor inconclusive, HP1b binding inh -6% and USP1-UAF1 inh -13%.
`O=C(NCc1ccccc1)c1nc2c(nnn2Cc2cccc(Cl)c2)c(=O)[nH]1` gave mIDH1 inhibitor -2%, PGK inhibitor -9%, TrxR1 substrate 3%, GLS inh 29%, PI4K2A block 1, TrxR1 inh 7%, Pin1 inhibitor -5%, HP1b binding inh 29% and USP1-UAF1 inh 6%.
`O=C(Cn1c(=O)c(=O)n(Cc2ccccc2)c2ccc(Cl)cc21)NCC1CCCO1` (stereo unspecified) gave mIDH1 inhibitor -5%, PGK inhibitor -11%, TrxR1 substrate 4%, GLS inh 1%, PI4K2A block 4, TrxR1 inh 13%, Pin1 inhibitor -2%, HP1b binding inh 44%[activator] and USP1-UAF1 inh -10%.
`COC(=O)CC1C(=O)NCCN1C(=O)CSc1nnc(Nc2ccc(OC)cc2)s1` (stereo unspecified) gave mIDH1 inhibitor 7%, PGK inhibitor -7%, TrxR1 substrate -15%, GLS inh -6%, PI4K2A block -1, TrxR1 inh -18%, Pin1 inhibitor -3%, HP1b binding inh 40%[activator] and USP1-UAF1 inh -15%.
Cc1ccc2oc(C(=O)Nc3ccc(S(=O)(=O)N4CCCC(C)C4)cc3)cc(=O)c2c1 (stereo unspecified) was read as mIDH1 inhibitor -7%, PGK inhibitor -8%, TrxR1 substrate 2%, GLS inh -6%, PI4K2A block -3, TrxR1 inh 6%, Pin1 inhibitor 0%, HP1b binding inh 28% and USP1-UAF1 inh 0%.

A portion of the library, so the mix of outcomes need not match the whole.
